SW480 rereplic: DNA re-replication induction in SW480 cells; 340,000 compounds, 1.8% hits; AID 624297; Potency, µM (top dose mostly 46.1 µM), for inactives: top-dose re-replication activation, hits mostly activators; SW480 DNA re-replication, Hoechst DNA content imaging, 48 h; note: % of control where 0% means no effect; nearly all actives have a fitted effect of over 55% in size
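Readout is total intensity of Hoechst-stained nuclei, excited at 405 nm and collected at 500-530 nm. Compound treatment lasted 48 hr at 37 C in 5% CO2 before staining.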
HT1080 IDH1KD tx: kills HT-1080 cells with IDH1 knockdown. HT-1080 IDH1 knockdown viability, ATP luminescence, 48 h. Potency, µM (highest dose often 46.1 µM), without a hit: top-dose activity, negative = toxicity, actives largely listed as cytotoxic. 360,000 compounds, 2% hits;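 note: 0% = DMSO wells and -100% = cell-free medium wells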
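CellTiter-Glo luminescence after 48 h compound exposure at 37 degrees C of IDH1-knockdown HT-1080 cells in 5% FBS RPMI. %Activity scaled between DMSO wells and cell-free media wells, with curves fitted and assigned curve classes.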
HT1080-NT tox: kills 2HG-producing HT-1080-NT fibrosarcoma cells | HT-1080-NT fibrosarcoma viability, CellTiter-Glo ATP luminescence, 48 h | Potency, µM (top dose mostly 46.1 µM), without a hit: top-dose activity, negative = less viability, actives largely listed as cytotoxic | 360,000 compounds, 1.6% hits | AID 686970;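 note: NT is the 2HG producing partner of a matched IDH1 knockdown line; 0% = DMSO-treated cells and -100% = media-only wells without cells; nearly all actives have a fitted effect of over 55% in size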
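Read-out is CellTiter-Glo luminescence after 10 minutes at room temperature, following 48 hours' compound treatment of HT-1080-NT cells (750 cells/well, RPMI, 5% FBS, 37 degrees C).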
GLP1R ag: agonists of human GLP-1 receptor; P43220; HEK293 GLP-1R CRE-luciferase, luminescence, 4-6 h; cells express a hypersensitive GLP-1R form; Potency, µM (doses to about 45.6 µM), for the others: at the top dose activation, most hits filed as activators; 380,000 compounds, 0.007% hits; AID 624172; note: % of control where 0% means no effect
Target sequence (P43220 whole entry, looked up): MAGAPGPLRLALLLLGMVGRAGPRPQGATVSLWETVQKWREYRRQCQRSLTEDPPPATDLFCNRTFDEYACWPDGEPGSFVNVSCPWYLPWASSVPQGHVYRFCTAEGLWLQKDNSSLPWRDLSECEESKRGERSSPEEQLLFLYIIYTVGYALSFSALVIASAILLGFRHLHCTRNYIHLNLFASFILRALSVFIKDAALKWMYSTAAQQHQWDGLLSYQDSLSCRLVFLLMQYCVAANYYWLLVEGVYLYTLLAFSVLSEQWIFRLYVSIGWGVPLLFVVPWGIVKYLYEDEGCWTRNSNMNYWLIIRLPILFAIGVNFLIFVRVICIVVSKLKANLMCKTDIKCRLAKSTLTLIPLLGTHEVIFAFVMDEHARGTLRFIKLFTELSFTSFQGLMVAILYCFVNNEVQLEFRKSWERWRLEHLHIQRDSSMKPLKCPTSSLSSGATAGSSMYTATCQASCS
KB-3-1 tox: kills parental KB-3-1 adenocarcinoma cells. KB-3-1 viability, CellTiter-Glo ATP luminescence, 72 h. Potency, µM (series often up to 46.1 µM), inactives show at the highest dose activity change, negative = cytotoxic, actives largely listed as cytotoxic. 400,000 compounds, 1.4% hits; note: % is set by controls: 0 for no effect and ±100 for the full control effect; nearly all actives have a fitted effect of over 60% in size
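Cytotoxicity in the drug-sensitive parental line KB-3-1 was scored as loss of CellTiter-Glo luminescence following 72 h incubation with compound. Values come from curve fitting of normalized concentration-response data.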
KB-V1 cytotox: KB-V1 MDR subline cytotoxicity; Potency, µM (series often up to 46.1 µM), for the others: at the highest dose activity change, negative = cytotoxicity, most hits filed as cytotoxic; KB-V1 MDR cells viability, CellTiter-Glo, 72 h; AID 1347076; 400,000 compounds, 3.4% hits; note: % is set by controls: 0 for no effect and ±100 for the full control effect; nearly all actives have a fitted effect of over 60% in size
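KB-V1 MDR subline cells in DMEM (phenol-red free, 10% FBS) exposed to compounds in qHTS concentration series for 72 h at 37 degrees C. Viability read by CellTiter-Glo luminescence; concentration-effect curves fitted after normalization and correction.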
HEK293 tox: cytotoxicity counter-screen for GLP-1 receptor inverse agonists; HEK293 cAMP-luciferase reporter cells, luminescence, 24 h; Potency, µM (series often up to 38.3 µM), without a hit: at the highest dose activity change, negative = inhibition, hits mostly inhibitors; 410,000 compounds, 0.13% hits;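 note: loss of luciferase light is scored as toxicity; % is set by controls: 0 for no effect and ±100 for the full control effect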
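Cells in DMEM/10% Nu serum/1% pen-strep, 1536-well format. Pre-incubated 12 h, dosed with 23 nL compound, incubated a further 24 h. Luciferase detection, 12 min at room temp, luminescence.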
GLP1R inv ag: inverse agonists of human GLP-1 receptor. HEK293 GLP-1R CRE-luciferase, luminescence, 24 h; GLP-1R form is constitutively active. Potency, µM (titrated, usually from 38.3 µM), without a hit: top-dose activity change, negative = inhibition, usual class: inhibitors. 410,000 compounds, 1.6% hits. AID 624417; note: % is set by controls: 0 for no effect and ±100 for the full control effect; nearly all actives have a fitted effect of over 55% in size
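Inverse agonists were sought by their lowering of basal cAMP reporter luciferase output in HEK293 cells stably carrying constitutively active human GLP-1R, after 24 h compound treatment.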
TDP43 rescue: TDP-43 toxicity inhibition in yeast; TDP-43 expressing yeast growth rescue, BacTiter-Glo, 24 h; Potency, µM (highest dose often 46.1 µM), without a hit: at the highest dose growth rescue (activation), usual class: activators; 410,000 compounds, 1.8% hits; AID 652104; note: % of control where 0% means no effect; nearly all actives have a fitted effect of over 50% in size
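Yeast cells expressing TDP-43 under galactose induction are exposed to compounds for 24 hr at 30 deg C. BacTiter-Glo luminescence measures growth, so protective compounds score as activators.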
An asterisk follows results filed as active; & = joins results of further samples; [ ] = remark or other dose. Calls come from the whole dose curve; as a rule, active = well fitted curve in the direction sought with a large enough effect; inconclusive = small, poorly fitted or top-dose-only effect, or another doubt; inactive = no such curve, though single readings can be large; an effect the other way counts as inactive or inconclusive. Potency is the fitted concentration of half-maximal effect. The order is random. Share with any hit: about 9.4%.

For CC(NC(=O)COC(=O)c1cccnc1Cl)C12CC3CC(CC(C3)C1)C2 (stereo not given) the results were SW480 rereplic -12%, HT1080 IDH1KD tx -2%, HT1080-NT tox -7%, GLP1R ag 9%, KB-3-1 tox 3%, KB-V1 cytotox inconclusive, HEK293 tox 7%, GLP1R inv ag 47%[activator] and TDP43 rescue inconclusive.
COc1ccc(CNC(=O)CNC(=O)c2ccc(Br)o2)cc1OC was read as SW480 rereplic -14%, HT1080 IDH1KD tx 1%, HT1080-NT tox 14%, GLP1R ag -4%, KB-3-1 tox 0%, KB-V1 cytotox 15%, HEK293 tox 3%, GLP1R inv ag 2% and TDP43 rescue -7%.
O=C(COc1ccccc1)OCC(=O)c1c[nH]c2ccccc12 was read as SW480 rereplic 6%, HT1080 IDH1KD tx -7%, HT1080-NT tox -8%, GLP1R ag -2%, KB-3-1 tox 15%, KB-V1 cytotox -1%, HEK293 tox -5%, GLP1R inv ag 2% and TDP43 rescue inconclusive.
`CCCCn1cc2c(c1-c1ccc(Cl)cc1)c(=O)n(C)c(=O)n2C` gave KB-3-1 tox 0%, KB-V1 cytotox -12%, HEK293 tox 2%, GLP1R inv ag 11% and TDP43 rescue -3%.
`CCOC(=O)C(=NC(C)(C)C)NNc1cc(Cl)ccc1Cl` gave SW480 rereplic -1%, HT1080 IDH1KD tx 1%, HT1080-NT tox 1%, GLP1R ag 0%, KB-3-1 tox 21%, KB-V1 cytotox 1%, HEK293 tox -9%, GLP1R inv ag inconclusive and TDP43 rescue 23%.
`COc1ccc(/C=N/NC2=NCCCCC2)cc1` gave SW480 rereplic 4%, HT1080 IDH1KD tx 11%, HT1080-NT tox 0%, GLP1R ag -2%, KB-3-1 tox 1%, KB-V1 cytotox -7%, HEK293 tox -14%, GLP1R inv ag 5% and TDP43 rescue -4%.
`Cc1ccccc1Cn1nc(C)c(NC(=O)c2noc3c2CCCC3)c1C` gave SW480 rereplic -1%, HT1080 IDH1KD tx inconclusive, HT1080-NT tox inconclusive, GLP1R ag 19%, KB-3-1 tox inconclusive, KB-V1 cytotox 5.2µM*, HEK293 tox 7%, GLP1R inv ag 0% and TDP43 rescue 17%.
For O=C(Nc1cn(-c2ccccc2)nc1-c1ccc(F)cc1)c1ccccc1 the results were SW480 rereplic -9%, HT1080 IDH1KD tx 1%, HT1080-NT tox 0%, GLP1R ag 9%, KB-3-1 tox 0%, KB-V1 cytotox 16µM*, HEK293 tox 6%, GLP1R inv ag -1% and TDP43 rescue -12%.
CC(C)(C)c1ccc(C(O)c2ncc(-c3ccccc3)[nH]2)cc1 (stereo not given) was read as HT1080 IDH1KD tx inconclusive, HT1080-NT tox -28%, GLP1R ag 6%, KB-3-1 tox -5%, KB-V1 cytotox -28%, HEK293 tox 3%, GLP1R inv ag inconclusive and TDP43 rescue 9%.
CCCCN1C(=O)c2ccc(C(=O)Nc3cccc(C)c3C)cc2C1=O was read as SW480 rereplic -3%, HT1080 IDH1KD tx -1%, HT1080-NT tox 2%, GLP1R ag -1%, KB-3-1 tox 7%, KB-V1 cytotox -11%, HEK293 tox 6%, GLP1R inv ag -6% and TDP43 rescue 4%.
Nc1nc(SCC(=O)NNc2c(Cl)cc(Cl)cc2Cl)n[nH]1 was read as HT1080 IDH1KD tx 6%, HT1080-NT tox 8%, GLP1R ag -15%, KB-3-1 tox 25%, KB-V1 cytotox -3%, HEK293 tox -1%, GLP1R inv ag 0% and TDP43 rescue -11%.
Screening Cc1ccc(C)c(S(=O)(=O)NC(C)CCc2ccccc2)c1 (stereo not given) returned SW480 rereplic -8%, HT1080 IDH1KD tx -15%, HT1080-NT tox -18%, GLP1R ag 10%, KB-3-1 tox inconclusive, KB-V1 cytotox -14%, HEK293 tox 14%, GLP1R inv ag inconclusive and TDP43 rescue 11%.
Screening O=C(C1CCN(S(=O)(=O)c2ccccc2F)CC1)N1CCCC1 returned SW480 rereplic 3%, HT1080 IDH1KD tx -3%, HT1080-NT tox -7%, GLP1R ag 3%, KB-3-1 tox -3%, KB-V1 cytotox -9%, HEK293 tox -1%, GLP1R inv ag 11% and TDP43 rescue -18%.
COc1ccc(OC)c(Nc2c3ccccc3nc3ccccc23)c1 was read as SW480 rereplic 21µM*, HT1080 IDH1KD tx 4.6µM*, HT1080-NT tox 5.8µM*, GLP1R ag 5%, KB-3-1 tox 12µM*, KB-V1 cytotox 21µM*, HEK293 tox -1%, GLP1R inv ag 11µM* and TDP43 rescue -9%.
`O=C(NCc1ccc(F)cc1)C1CC(=O)N(CCc2ccccc2)C1` (stereo not given) gave SW480 rereplic -5%[9.22 µM], HT1080 IDH1KD tx 1%, HT1080-NT tox 14%, GLP1R ag -9%, KB-3-1 tox 10%, KB-V1 cytotox 5%, HEK293 tox -26%, GLP1R inv ag 5% and TDP43 rescue 5%.
For N#C/C(=C\c1ccc(Sc2ccccc2)o1)c1nc2ccccc2[nH]1 the results were SW480 rereplic 5%, HT1080 IDH1KD tx -27%, HT1080-NT tox -14%, GLP1R ag -4%, KB-3-1 tox 0%, KB-V1 cytotox 1%, HEK293 tox 95%[activator], GLP1R inv ag inconclusive and TDP43 rescue -29%.
For O=C(Cc1ccccc1)NNC1CC(=O)N(c2ccccc2)C1=O (stereo not given) the results were SW480 rereplic 3%, HT1080 IDH1KD tx 5%, HT1080-NT tox 3%, GLP1R ag 19%, KB-3-1 tox 3%, KB-V1 cytotox -2%, HEK293 tox 8%, GLP1R inv ag 9% and TDP43 rescue -8%.
CC(C)=CCc1ccc(O)c(=O)cc1C(C)C was read as SW480 rereplic inconclusive, HT1080 IDH1KD tx inconclusive, HT1080-NT tox -22%, GLP1R ag -2%, KB-3-1 tox inconclusive, KB-V1 cytotox inconclusive, HEK293 tox -5%, GLP1R inv ag inconclusive and TDP43 rescue inconclusive.
Nc1nc(F)cc(N2CCCCCC2)n1 was read as SW480 rereplic 2%, HT1080 IDH1KD tx 0%, HT1080-NT tox -3%, GLP1R ag 6%, KB-3-1 tox -1%, KB-V1 cytotox -4%, HEK293 tox 0%, GLP1R inv ag 4% and TDP43 rescue 1%.
COc1ccccc1/C=C1\SC(=S)N(CCC(=O)Nc2cc(C)on2)C1=O was read as SW480 rereplic 1%, HT1080 IDH1KD tx 16%, HT1080-NT tox -1%, GLP1R ag 9%, KB-3-1 tox 8%, KB-V1 cytotox 1%, HEK293 tox -2%, GLP1R inv ag 1% and TDP43 rescue -2%.
C=CCNC(=O)C1CCN(c2cc(C)nc(-c3ccccc3)n2)CC1 was read as SW480 rereplic -9%, HT1080 IDH1KD tx -8%, HT1080-NT tox -5%, GLP1R ag 14%, KB-3-1 tox 3%, KB-V1 cytotox inconclusive, HEK293 tox 2%, GLP1R inv ag 2% and TDP43 rescue -26%.
For O=C1N(CCCN2C(=O)C3(OCCO3)c3ccccc32)c2ccccc2C12OCCO2 the results were SW480 rereplic -10%, HT1080 IDH1KD tx -19%, HT1080-NT tox -7%, GLP1R ag 0%, KB-3-1 tox 0%, KB-V1 cytotox 12µM*, HEK293 tox 26%, GLP1R inv ag 5% and TDP43 rescue -16%.
Screening CCOc1ccccc1CNCCNC(=O)c1nonc1N returned SW480 rereplic 4%, HT1080 IDH1KD tx 17%, HT1080-NT tox 4%, GLP1R ag -2%, KB-3-1 tox 21%&0%, KB-V1 cytotox 2%&-3%, HEK293 tox -15%&1%, GLP1R inv ag -12%&1% and TDP43 rescue -8%&-14%.
For COc1ccc(C2=CC(=O)C[C@H](c3ccc(OC)cc3)C2)cc1 the results were SW480 rereplic -4%, HT1080 IDH1KD tx 2%, HT1080-NT tox -1%, GLP1R ag -1%, KB-3-1 tox -13%, KB-V1 cytotox -6%, HEK293 tox -8%, GLP1R inv ag inconclusive and TDP43 rescue 14µM*.
For COC(=O)c1c(C)[nH]c(C(=O)CN2C(=O)NC3(CCOc4ccccc43)C2=O)c1C (stereo not given) the results were SW480 rereplic -8%, HT1080 IDH1KD tx 2%, HT1080-NT tox 3%, GLP1R ag 8%, KB-3-1 tox 2%, KB-V1 cytotox -10%, HEK293 tox -9%, GLP1R inv ag 8% and TDP43 rescue 4%.
Screening O=C(CN1C(=O)NC2(CCCC2)C1=O)c1ccc(Cl)s1 returned SW480 rereplic -38%, HT1080 IDH1KD tx 0%, HT1080-NT tox 15%, GLP1R ag 5%, KB-3-1 tox 1%, KB-V1 cytotox 6%, HEK293 tox 4%, GLP1R inv ag 2% and TDP43 rescue -8%.
Screening O=C(COc1ccccc1)Nc1nnc(-c2ccc3c(c2)CCCC3)o1 returned SW480 rereplic -5%, HT1080 IDH1KD tx -2%, HT1080-NT tox 0%, GLP1R ag -3%, KB-3-1 tox 2%, KB-V1 cytotox -16%, HEK293 tox -13%, GLP1R inv ag 11% and TDP43 rescue 11µM*.
Cn1cc(C(=O)N2CCN(c3ccccc3)CC2)c(=O)c2cc(S(=O)(=O)N3CCCC3)ccc21 was read as SW480 rereplic 16%, HT1080 IDH1KD tx -2%, HT1080-NT tox 4%, GLP1R ag -5%, KB-3-1 tox 3%&0%, KB-V1 cytotox -16%&5%, HEK293 tox 7%&-10%, GLP1R inv ag 0%&6% and TDP43 rescue 3%&-34%.
